Screens deposited in PubChem by National Center for Advancing Translational Sciences (NCATS).
GLP1R cytotox – cytotoxicity counter-screen for GLP-1 receptor inverse agonists. 0.13% of 410,000 active. Potency, µM (titrated, usually from 38.3 µM), for inactives: at the highest dose activity change, negative = inhibition, usual class: inhibitors. HEK293 cAMP-luciferase reporter cells, luminescence, 24 h;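 note: loss of luciferase light is scored as toxicity; % is set by controls: 0 for no effect and ±100 for the full control effect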
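MLSMR compounds, 24 hr on cells at 37 deg C/5% CO2; luminescence after luciferase reagent (12 min RT). Inhibition counted as the undesired cytotoxic outcome.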
GLP1R ag – agonists of human GLP-1 receptor | P43220 | HEK293 GLP-1R CRE-luciferase, luminescence, 4-6 h; cells express a hypersensitive GLP-1R form | Potency, µM (top dose mostly 45.6 µM), without a hit: at the top dose activation, most hits filed as activators | AID 624172 | 0.007% of 380,000 active; note: % of control where 0% means no effect
Target sequence (P43220 whole entry, looked up): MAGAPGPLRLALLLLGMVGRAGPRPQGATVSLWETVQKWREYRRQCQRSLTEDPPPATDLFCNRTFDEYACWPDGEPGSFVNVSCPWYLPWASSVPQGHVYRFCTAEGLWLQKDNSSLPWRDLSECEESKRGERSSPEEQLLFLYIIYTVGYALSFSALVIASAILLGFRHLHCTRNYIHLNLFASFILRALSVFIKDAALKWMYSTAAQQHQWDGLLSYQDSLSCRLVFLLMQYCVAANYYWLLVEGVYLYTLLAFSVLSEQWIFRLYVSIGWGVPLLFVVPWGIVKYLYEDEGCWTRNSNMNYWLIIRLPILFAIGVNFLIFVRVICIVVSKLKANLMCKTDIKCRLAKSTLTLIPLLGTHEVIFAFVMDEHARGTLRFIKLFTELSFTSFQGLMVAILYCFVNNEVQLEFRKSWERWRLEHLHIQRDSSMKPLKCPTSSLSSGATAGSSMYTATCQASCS
GLP-1R inv ag – acts as inverse agonist at human GLP-1 receptor | AID 624417 | P43220 | Potency, µM (highest dose often 38.3 µM), without a hit: at the top dose activity change, negative = inhibition, usual class: inhibitors | HEK293 GLP-1R CRE-luciferase, luminescence, 24 h; GLP-1R form is constitutively active | 1.6% of 410,000 active; note: % is set by controls: 0 for no effect and ±100 for the full control effect; nearly all actives have a fitted effect of over 55% in size
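qHTS in 1536-well format: reporter HEK293 cells expressing constitutive GLP-1R activity in DMEM + 10% Nu serum, 24 hr with compounds at 37 deg C, luminescence read after 12 min with detection reagent.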
HT1080NT lethal – kills 2HG-producing HT-1080-NT fibrosarcoma cells | HT-1080-NT fibrosarcoma viability, CellTiter-Glo ATP luminescence, 48 h | Potency, µM (top dose mostly 46.1 µM), for the others: at the top dose activity, negative = less viability, actives largely listed as cytotoxic | 1.6% of 360,000 active;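 note: NT is the 2HG producing partner of a matched IDH1 knockdown line; 0% = DMSO-treated cells and -100% = media-only wells without cells; nearly all actives have a fitted effect of over 55% in size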
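Toxicity toward the 2HG-producing NT line was scored as %Activity, normalised to DMSO and no-cell wells, from CellTiter-Glo luminescence after 48 hours' treatment.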
KB-V1 cytotox – KB-V1 MDR subline cytotoxicity | Potency, µM (titrated, usually from 46.1 µM), inactives show at the highest dose activity change, negative = cytotoxicity, actives largely listed as cytotoxic | AID 1347076 | KB-V1 MDR cells viability, CellTiter-Glo, 72 h | 3.4% of 400,000 active; note: % is set by controls: 0 for no effect and ±100 for the full control effect; nearly all actives have a fitted effect of over 60% in size
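KB-V1, DMEM (no phenol red) + 10% FBS; cpd pin-transferred, titration series; 72 h, 37 degrees C; CellTiter-Glo, luminescence. Data normalized, curve-fit.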
SW480 rerep – induces DNA re-replication in SW480 colon adenocarcinoma cells. SW480 DNA re-replication, Hoechst DNA content imaging, 48 h. Potency, µM (top dose mostly 46.1 µM), without a hit: top-dose re-replication activation, usual class: activators. 1.8% of 340,000 active. AID 624297; note: % of control where 0% means no effect; nearly all actives have a fitted effect of over 55% in size
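DNA re-replication was detected as more nuclei of elevated Hoechst intensity after 48 hr exposure to compound (23 nL pinned per well of 250 cells).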
HT1080 IDH1KD tx – toxicity to HT-1080 IDH1 knockdown cells (counter line) | HT-1080 IDH1 knockdown viability, ATP luminescence, 48 h | Potency, µM (top dose mostly 46.1 µM), for inactives: at the top dose activity, negative = toxicity, usual class: cytotoxic | 2% of 360,000 active | AID 686971;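 note: 0% = DMSO wells and -100% = cell-free medium wells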
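% activity derives from luminescence (CellTiter-Glo), normalised to DMSO and no-cell wells. HT-1080-IDH1KD cells, 750/well, had 48 h compound exposure at 37 °C.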
KB-3-1 cytotox – kills parental KB-3-1 adenocarcinoma cells | KB-3-1 viability, CellTiter-Glo ATP luminescence, 72 h | 1.4% of 400,000 active | Potency, µM (titrated, usually from 46.1 µM), for inactives: at the highest dose activity change, negative = cytotoxic, hits mostly cytotoxic; note: % is set by controls: 0 for no effect and ±100 for the full control effect; nearly all actives have a fitted effect of over 60% in size
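Viability of parental KB-3-1 cells, measured by CellTiter-Glo luminescence, followed a 72 h incubation at 37 °C with pinned compounds in phenol-red-free DMEM containing 10% FBS.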
TDP-43 yeast inh – TDP-43 toxicity inhibition in yeast; TDP-43 expressing yeast growth rescue, BacTiter-Glo, 24 h; Potency, µM (doses to about 46.1 µM), inactives show top-dose growth rescue (activation), most hits filed as activators; 1.8% of 410,000 active; note: % of control where 0% means no effect; nearly all actives have a fitted effect of over 50% in size
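Luminescence from BacTiter-Glo reports growth of TDP-43-expressing yeast after 24 hr at 30 deg C with compound. Cells were raffinose-pregrown to mid-log, then seeded in galactose medium at OD600=0.02.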
* marks the source's active call; other numbers are inactive results; ? = inconclusive; nt = no result given; & = joins results of further samples; [ ] = another dose, or the depositor's remark. Calls come from the whole dose curve; as a rule, active = well fitted curve in the direction sought with a large enough effect; inconclusive = small, poorly fitted or top-dose-only effect, or another doubt; inactive = no such curve, though single readings can be large; an effect the other way counts as inactive or inconclusive. Potency is the fitted concentration of half-maximal effect.

Value order: GLP1R cytotox | GLP1R ag | GLP-1R inv ag | HT1080NT lethal | KB-V1 cytotox | SW480 rerep | HT1080 IDH1KD tx | KB-3-1 cytotox | TDP-43 yeast inh
CC(C)(C)NCc1ccccc1OCc1cccs1
    ? | -1% | 0% | 4% | -8% | 10% | -4% | -3% | -18%
Cc1ccc(CNC(=O)[C@@H]2CCC(=O)N2Cc2ccco2)cc1
    2% | -9% | 0% | 8% | 1% | 0% | 5% | 0% | -9%
COc1ccc(NCc2cc(=O)oc3cc(NC(C)=O)ccc23)cc1
    6% | 6% | 6% | 8% | 0% | 3% | 2% | 7% | -1%
CC(=O)c1ccc(NC(=O)C2CCCN(S(=O)(=O)c3ccc(-n4cnnn4)cc3)C2)cc1 (stereo not given)
    -10% | 12% | 16% | -3% | 4% | -6% | 1% | -17% | 1%
CCOc1cc(C=NNC(=O)N(c2ccccc2)c2ccccc2)ccc1O
    -16% | 10% | ? | ? | 0% | nt | ? | 0% | 8%
COc1ccc(OC)c(NC(=O)CSc2nc3ccccc3c(=O)n2CCNC(C)=O)c1
    1% | 16% | 0% | 4% | 4% | -5% | 1% | 19% | 4%
Cc1cc(C)c(C(N)=O)c(Nc2cccc(Cl)c2)n1
    -10% | 6% | 0% | -23% | -6% | ? | 7% | -5% | -28%
O=C(Nc1ccc(Cl)c(Cl)c1)N[C@@H]1CC[C@@H](CCn2cc(C3CCCCC3)nn2)O[C@@H]1CO
    -19% | nt | ? | 21µM* | 9% | nt | 23µM* | ? | 9%
O=C(NCc1cccs1)C1CCCN1C(=O)Nc1ccccc1Cl (stereo not given)
    3% | 10% | 6% | 6% | -28% | 2% | 16% | 6% | 7%
Cc1ccc(CNc2nc(NCC3CC3)nc3ccsc23)c(C)c1
    0% | -2% | ? | 15µM* | ? | nt | 16µM* | -1% | 17%
Cc1ccc(Cl)cc1NC(=O)CN1C=NS(=O)(=O)c2ccccc21
    1% | nt | 9% | nt | ? | nt | nt | -3% | 15%[9.22 µM]
Nc1nc2c(C(=O)N3CCOCC3)nnn2c2ccccc12
    13% | 4% | -7% | -21% | ? | -116%[inhibitor] | -3% | 9% | -5%
CN(C)c1ccc(/C=C2\N=C(C(C)(C)C)OC2=O)cc1
    -25% | 8% | 4% | 10% | 0% | -5% | 11% | 3% | 19%
Cc1cc(Nc2ccc(N3CCOCC3)cc2)c2cccc(C)c2n1
    ? | 7% | ? | ? | -36% | 0% | -29% | -6% | 2%
COc1ccc(CCNC(=O)CSc2nnc3ccc(-c4ccccn4)nn23)cc1
    3% | 1% | -5% | 7% | 0% | -5% | 1% | 3% | 12%
CCOC(=O)c1cccc(NS(=O)(=O)c2cnc[nH]2)c1
    -11% | -4% | 25% | 12% | 18% | -3% | 14% | 1% | 15%
Cc1ccc(C(=O)NCC(=O)OCc2nnc(-c3ccccc3)o2)cc1
    14% | -6% | 15% | 6% | nt | -4% | 12% | nt | 0%
S=c1[nH]nc(-c2ccco2)n1-c1ccc(Br)cc1
    20% | 1% | -2% | -2% | 16% | -4% | -1% | -6% | ?
COc1ccc(CN2C(=O)c3ccccc3C2C(=O)NCCc2ccccc2)c(OC)c1 (stereo not given)
    -17%&-11% | 16% | -5%&-1% | 10% | -22%&7% | 0% | 9% | 1%&1% | ?
Cc1ccc(N2C(=O)CC(Nc3ccccc3)C2=O)cc1 (stereo not given)
    18% | -7% | -2% | 8% | 1% | -8% | 0% | 11% | -8%
CCOc1ccc(NC(=O)c2ccc3[nH]c(C)cc(=O)c3c2)cc1
    -2% | nt | -16% | nt | ? | nt | nt | -2% | 19%[9.22 µM]
CSc1ccccc1NC(=O)COC(=O)c1c[nH]c(=O)[nH]c1=O
    -2% | -1% | 1% | 2% | 18% | -1% | -1% | -5% | -22%
Cc1ccnc(NC(=O)c2cccc(S(=O)(=O)N3CCCC3)c2)c1
    3% | 11% | 6% | -2% | -1% | -9% | 10% | -8% | -5%
Cc1cccc(/C=N/NC(=O)c2ccccc2OCc2cccc(Br)c2)n1
    ? | 18% | 11µM* | -10% | -24% | 19% | ? | -12% | 22%
CCOc1ccc(NC(=O)CSc2oc(-c3cccs3)nc2S(=O)(=O)c2ccc(C)cc2)cc1
    -1% | nt | 26% | nt | -8% | nt | nt | 2% | 0%
O=[N+]([O-])c1ccc(Cl)c(S(=O)(=O)NCC2CCCO2)c1 (stereo not given)
    1% | 1% | 17% | 15% | 18% | 1% | 20% | -1% | 21%
Cc1cc(NC(=O)CCC(=O)N(c2ccccc2)C(C(=O)NC2CCCC2)c2ccccc2C)no1 (stereo not given)
    3% | 9% | 9% | 13% | -28% | -2% | 0% | 3% | -10%
COc1ccc(CNC(=O)c2ccc3nc(C)c(N(C)Cc4ccc(NC(C)=O)cc4)n3c2)cc1
    -2% | -3% | -29% | 11% | 17% | nt | 6% | 0% | 17%
CC1(C)NC(=O)N(CCCCSc2ccc(Cl)cc2)C1=O
    9% | 4% | 0% | -1% | -7% | -1% | -13% | -1% | 22%
COCCNC(=S)N/N=C(\C)c1cc2ccccc2o1
    7.9µM* | 8% | ? | 18% | 0% | 5% | 15% | ? | ?
CCOCCCNC(=O)Cc1ccc(-n2c(CC)nc3cccnc32)cc1
    -3% | 14% | 3% | 3% | 4% | 0% | 7% | 11% | -1%
O=C(COC(=O)C1COc2ccccc2O1)Nc1ccc2c(c1)CCC2 (stereo not given)
    1% | -14% | 13% | 4% | 1% | -7% | 3% | 1% | 4%
COc1cc(C#N)ccc1OCC(=O)N1CCc2ccccc2C1
    0% | 19% | 10% | 9% | -17% | 27% | 14% | 7% | 20%
O=C(NCC(=O)N1CCCC(C(F)(F)F)C1)c1ccc(Br)o1 (stereo not given)
    -6% | -2% | 12% | 4% | 7% | -60%[inhibitor] | -3% | 10% | 4%
CCOc1ccc(CCNC(=O)c2nnn(CC(=O)Nc3c(C)cc(C)cc3C)c2N)cc1OCC
    6% | -4% | 11% | 14% | -11% | -14% | -1% | -22% | 1%
Cc1cccc(C(=O)NCc2nnc(SCc3ccc(F)cc3)n2C)c1
    7% | 12% | -27% | -7% | -29% | -1% | 1% | 5% | 4%
CC(C)=CC(=O)Nc1ccc(Br)cc1
    -10% | -1% | 1% | 0% | 0% | -3% | ? | -15% | ?
CC(C)Cn1nc(C(=O)Nc2cccc(S(=O)(=O)N3CCCC3)c2)c2ccccc2c1=O
    55%[activator] | 8% | -21% | 0% | 4.6µM* | 7% | -4% | -10% | -7%
CC(=O)Nc1ccc(CN2C(=O)C(C)ON=C2c2ccccc2-c2ccco2)cc1 (stereo not given)
    8% | 8% | -3% | ? | ? | nt | 13% | 20% | -6%
Cc1ccc(CN2CC(C(=O)O)CC2=O)cc1 (stereo not given)
    3% | 4% | 3% | 0% | 0% | 0% | 1% | -9% | -22%

Remaining list, next part:
Codes – A = GLP1R cytotox; B = GLP1R ag; C = GLP-1R inv ag; D = HT1080NT lethal; E = KB-V1 cytotox; F = SW480 rerep; G = HT1080 IDH1KD tx; H = KB-3-1 cytotox; I = TDP-43 yeast inh
SMILES: O=C(Nc1cccc(-c2cn3cccnc3n2)c1)Nc1ccccc1F
  A: ?	B: 8%	C: ?	D: -9%	E: -16%	F: 9%	G: -2%	H: 2%	I: 4%

SMILES: O=c1oc(CCO)cc2ccc(-c3ccc4[nH]ccc4c3)cc12
  A: -10%	B: ?	C: 35%[activator]	D: 0%	E: -4%	F: -9%	G: 2%	H: 5%	I: 18%

SMILES: CCOC(=O)C(CCCCCCP(=O)(c1ccccc1)c1ccccc1)NC(C)=O (stereo not given)
  A: -11%	B: 0%	C: 13%	D: 7%	E: 6%	F: -1%	G: 15%	H: -3%	I: -14%

SMILES: CC(=O)N(C)[C@H]1C[C@@H](c2ccccc2)N(C(C)=O)C[C@H]1CO
  A: 1%	B: 1%	C: 17%	D: 22%	E: 16%	F: nt	G: 11%	H: 0%	I: 8%

SMILES: CCN(CC)CCCN1C(=O)C(O)=C(C(=O)c2ccco2)C1c1ccc(OC(C)C)cc1 (stereo not given)
  A: -7%	B: -7%	C: 0%	D: 4%	E: 13%	F: -2%	G: 5%	H: -3%	I: 9%

SMILES: CCN1CCN(Cc2c(O)ccc3c(=O)c(Oc4ccccc4Cl)c(C(F)(F)F)oc23)CC1
  A: 14%	B: 9%	C: 5%	D: nt	E: 6%	F: nt	G: nt	H: -2%	I: -1%

SMILES: CSc1cccc(CN2CCC(CCC(=O)NC3CC3)CC2)c1
  A: 7%	B: 9%	C: 8%	D: -1%	E: 0%	F: -1%	G: -3%	H: -4%	I: 8%

A stretch taken from the entries so far, for reference:
Codes – A = GLP1R cytotox; B = GLP1R ag; C = GLP-1R inv ag; D = HT1080NT lethal; E = KB-V1 cytotox; F = SW480 rerep; G = HT1080 IDH1KD tx; H = KB-3-1 cytotox; I = TDP-43 yeast inh
SMILES: CC(C)(C)NCc1ccccc1OCc1cccs1
  A: ?	B: -1%	C: 0%	D: 4%	E: -8%	F: 10%	G: -4%	H: -3%	I: -18%

SMILES: Cc1ccc(CNC(=O)[C@@H]2CCC(=O)N2Cc2ccco2)cc1
  A: 2%	B: -9%	C: 0%	D: 8%	E: 1%	F: 0%	G: 5%	H: 0%	I: -9%

SMILES: COc1ccc(NCc2cc(=O)oc3cc(NC(C)=O)ccc23)cc1
  A: 6%	B: 6%	C: 6%	D: 8%	E: 0%	F: 3%	G: 2%	H: 7%	I: -1%

SMILES: CC(=O)c1ccc(NC(=O)C2CCCN(S(=O)(=O)c3ccc(-n4cnnn4)cc3)C2)cc1 (stereo not given)
  A: -10%	B: 12%	C: 16%	D: -3%	E: 4%	F: -6%	G: 1%	H: -17%	I: 1%

SMILES: CCOc1cc(C=NNC(=O)N(c2ccccc2)c2ccccc2)ccc1O
  A: -16%	B: 10%	C: ?	D: ?	E: 0%	F: nt	G: ?	H: 0%	I: 8%

SMILES: COc1ccc(OC)c(NC(=O)CSc2nc3ccccc3c(=O)n2CCNC(C)=O)c1
  A: 1%	B: 16%	C: 0%	D: 4%	E: 4%	F: -5%	G: 1%	H: 19%	I: 4%
